Compound activity: PubChem, National Center for Advancing Translational Sciences (NCATS)
Sm TGR inh – inhibitors of Schistosoma mansoni thioredoxin glutathione reductase. Q962Y6. purified TGR, DTNB reduction, TNB absorbance 405 nm. Potency, µM (titrated, usually from 114 µM), for inactives: at the highest dose activity change, negative = inhibition, most hits filed as inhibitors. 360,000 compounds, 3% hits. AID 485364; note: potency is the fitted concentration of half-maximal effect; nearly all actives have a fitted effect of over 60% in size
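TGR 20 nM + NADPH 100 uM (dispensed conc.), cpd preinc 15 min RT; start with NADPH (500 uM addition) then DTNB (15 mM addition). Kinetic TNB absorbance, 405 nm filter. Four-parameter Hill fit across titration.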
LmPK inhibitor – LmPK (Leishmania mexicana) enzyme inhibition; 290,000 compounds, 0.37% hits; Potency, µM (series often up to 57.5 µM), for the others: top-dose activity change, negative = inhibition, hits mostly inhibitors; purified LmPK, Kinase-Glo ATP luminescence, 1 h; Q27686; note: potency is the fitted concentration of half-maximal effect
Target sequence (Q27686 whole entry, looked up): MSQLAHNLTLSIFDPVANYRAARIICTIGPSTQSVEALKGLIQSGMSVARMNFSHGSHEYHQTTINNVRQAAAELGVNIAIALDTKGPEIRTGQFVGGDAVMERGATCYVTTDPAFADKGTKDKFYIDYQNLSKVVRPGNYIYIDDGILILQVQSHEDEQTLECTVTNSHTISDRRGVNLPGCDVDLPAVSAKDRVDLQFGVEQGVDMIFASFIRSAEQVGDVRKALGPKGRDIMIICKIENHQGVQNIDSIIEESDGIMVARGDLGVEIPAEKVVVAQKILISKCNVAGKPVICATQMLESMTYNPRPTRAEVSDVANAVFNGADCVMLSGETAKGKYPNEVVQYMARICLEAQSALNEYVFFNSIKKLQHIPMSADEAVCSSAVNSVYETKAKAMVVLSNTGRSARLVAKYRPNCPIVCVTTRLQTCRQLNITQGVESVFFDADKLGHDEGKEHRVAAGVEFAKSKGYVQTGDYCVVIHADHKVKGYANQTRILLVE
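Pyruvate kinase activity monitored as ATP production (luciferase luminescence). Conditions: 0.1 nM enzyme, 0.5 mM PEP, 0.1 mM ADP, 1 h, RT; normalized against uninhibited and no-enzyme wells.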
AmpC inh detg – blocks E. coli AmpC beta-lactamase in detergent assay; AmpC hydrolysis of nitrocefin, absorbance 480 nm, 0.01% Triton; Potency, µM (titrated, usually from 114 µM), for the others: at the highest dose activity change, negative = inhibition, most hits filed as inhibitors; 370,000 compounds, 0.041% hits; AID 485294;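 note: potency is the fitted concentration of half-maximal effect; 0% = no-compound wells and -100% = no-enzyme wells; nearly all actives have a fitted effect of over 25% in size; some results filed as inactive show a strong effect at the top dose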
Target sequence (P00811 whole entry, looked up): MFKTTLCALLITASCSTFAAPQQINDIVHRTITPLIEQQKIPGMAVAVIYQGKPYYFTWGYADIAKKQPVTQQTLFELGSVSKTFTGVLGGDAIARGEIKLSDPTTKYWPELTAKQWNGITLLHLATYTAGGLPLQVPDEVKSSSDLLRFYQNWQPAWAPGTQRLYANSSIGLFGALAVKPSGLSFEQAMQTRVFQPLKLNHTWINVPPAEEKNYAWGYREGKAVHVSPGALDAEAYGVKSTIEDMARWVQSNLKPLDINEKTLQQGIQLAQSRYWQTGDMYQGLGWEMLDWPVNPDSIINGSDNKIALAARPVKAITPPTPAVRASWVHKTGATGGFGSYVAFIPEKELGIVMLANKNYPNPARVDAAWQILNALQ
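AmpC (5.3 nM in the dispensed reagent) in 20 mM phosphate pH 7.0 with 0.01% (detergent screen) or 0.0001% Triton X-100 was preincubated with compounds for 15 min at room temperature. Nitrocefin was then added from an 800 uM solution, and hydrolysis was followed at 480 nm.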
AMA1 RON2 block – AMA1-RON2 (P. falciparum) interaction inhibition. 360,000 compounds, 0.2% hits. Potency, µM (titrated, usually from 58.2 µM), without a hit: top-dose activity change, negative = inhibition, actives largely listed as inhibitors. AlphaScreen AMA1-biotinylated RON2 peptide binding. AID 720542;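 note: potency is the fitted concentration of half-maximal effect; 0% = vehicle wells and -100% = peptide control; nearly all actives have a fitted effect of over 45% in size; some results filed as inactive show a strong effect at the top dose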
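AMA1 (3D7) with his tag at 25 nM final met compounds first, then biotinylated RON2 peptide at 25 nM; detection used donor plus acceptor beads, 10 µg/mL apiece, read by AlphaScreen after 30 min at room temperature.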
HCMV antiviral – blocks human cytomegalovirus replication; HFF cells, HCMV-luciferase reporter, 72 h; hits give low values; activity change, negative = inhibition, % at 57.5 µM; 410,000 compounds, 4.5% hits; AID 1259415; in the data active = activity change below about -60%; inconclusive = no clear call, values can overlap the other calls; inactive = above about -39%
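Steps: HFFs plated, 16 h 37C; compounds added; HCMV-luciferase added to MOI 1 PFU/cell; 72 h 37C; OneGlo reagent, 5 min room temperature; luminescence read, normalized to controls.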
Tb PYK inh – inhibitors of Trypanosoma brucei pyruvate kinase. Q57TT1. TbPYK enzyme, Kinase-Glo Plus ATP luminescence, 45 min. Potency, µM (series often up to 76.8 µM), without a hit: at the highest dose activity, negative = inhibition, actives largely listed as inhibitors. 410,000 compounds, 0.12% hits. AID 624173; note: potency is the fitted concentration of half-maximal effect; nearly all actives have a fitted effect of over 50% in size
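Activity of T. brucei pyruvate kinase was followed by Kinase-Glo Plus luminescence after the enzyme reacted 45 min at room temperature with 130 uM ADP (final) and substrate. Test compounds were added before ADP at multiple concentrations.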
AmpC inh no detg – AmpC beta-lactamase inhibition without detergent; AmpC nitrocefin hydrolysis, absorbance 480 nm, 0.0001% Triton; Potency, µM (series often up to 57.1 µM), inactives show at the top dose activity change, negative = inhibition, actives largely listed as inhibitors; 330,000 compounds, 0.52% hits;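 note: potency is the fitted concentration of half-maximal effect; plate controls were no compound for no effect and no enzyme for full effect; nearly all actives have a fitted effect of over 20% in size; some results filed as inactive show a strong effect at the top dose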
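20 mM phosphate pH 7.0 + 0.01% (detergent screen) or 0.0001% Triton X-100; 5.3 nM AmpC reagent; cpd preinc 15 min RT; nitrocefin (800 uM stock) to start; A480 q20 s × 4 min; Activity was normalised to no-enzyme and no-compound control wells.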
* marks the source's active call; other numbers are inactive results; ? = inconclusive; nt = no result given; [ ] = another dose, or the depositor's remark. Unless noted, calls come from the whole dose curve; as a rule, active = well fitted curve in the direction sought with a large enough effect; inconclusive = small, poorly fitted or top-dose-only effect, or another doubt; inactive = no such curve, though single readings can be large; an effect the other way counts as inactive or inconclusive. Unless noted, % is set by controls: 0 for no effect and ±100 for the full control effect.

SMILES | LmPK inhibitor | AMA1 RON2 block | AmpC inh detg | Sm TGR inh | Tb PYK inh | AmpC inh no detg | HCMV antiviral
COc1ccc(-c2cc(C(F)F)n3ncc(C(=O)Nc4cc(C)on4)c3n2)cc1 | 2.5% | 10.2% | -8.7% | -15.8% | -0.6% | 191.3%[activator] | 6.0
COc1ccc(-c2cc(OC(=O)c3cccc(Cl)c3)c3c(C)oc(C)c3c(=O)c2)cc1OC | nt | nt | 11.0% | ? | -13.9% | nt | -7.1
COc1cccc(NC(=O)c2ccc(-n3cnnn3)cc2)c1 | -1.7% | 9.7% | -4.0% | 2.5% | -2.4% | -13.4% | ?
COc1ccc(C(=O)NCC(=O)N2CCN(c3ncccn3)CC2)cc1OC | nt | 9.1% | -1.6% | -0.6% | 0.8% | -21.3% | 19.2
O=C(c1cc(-c2ccccn2)nc2ccccc12)N1CCN(c2ncccn2)CC1 | 3.2% | 9.7% | -0.7% | -0.8% | -1.1% | -27.7% | 0.3
CC1=C(C#N)C(=O)OC(C)(C)C1 | 2.1% | 4.5% | -0.4% | -28.7% | -12.6% | -24.2% | -6.0
NC(=O)c1ccsc1NC(=O)Cc1ccc([N+](=O)[O-])cc1 | -1.3% | 4.1% | 1.1% | 5.5% | 3.0% | -48.0% | -36.3
CCCCCCCCC(c1nc2ccccc2[nH]1)N1CCN=C(c2ccccc2)C1=O (stereo not given) | nt | -2.4% | nt | nt | -3.8% | nt | -3.5
CCc1ccc(C2c3c(n[nH]c3C)C(=O)N2c2ccc(C)cc2)cc1 (stereo not given) | nt | nt | 3.3% | -6.6% | -5.9% | nt | 32.3
O=C(NC1CCCc2ccccc21)c1c(F)cccc1Cl (stereo not given) | 8.3% | -1.5% | -7.6% | -1.6% | -6.4% | -10.9% | -66.8*
Cc1ccc(NC(=O)c2cccc(S(=O)(=O)NCc3ccccc3)c2)nc1 | nt | -3.8% | ? | 0.3% | -8.9% | -25.0% | -24.9
COc1cc(C(=O)N=c2sc3ccccc3n2C)cc(OC)c1OC | 0.5% | -1.4% | 7.0% | 5.3% | 1.5% | 1.6% | 35.9
CCCc1cc(C(=O)NNC(=S)Nc2cccc(C)c2)cs1 | -11.3% | 25.3% | 0.4% | 7.8% | 3.2% | -25.0% | 70.6
N#CCSc1nc2c(cc1C#N)CCCC2 | 2.1% | 19.1% | -4.2% | -1.3% | -8.4% | -25.0% | -12.2
Cc1ccc(SCC(=O)Nc2ccccc2C(=O)N2CCOCC2)cc1 | 0.2% | -5.5% | 0.6% | 5.0% | 3.9% | -8.3% | -70.9*
Cc1ccccc1N/N=C/c1c(C)nc2ccccn12 | -11.0% | -1.6% | -9.2% | ? | 0.3% | 11.7% | 66.0
CCN1CCN(C(=S)Nc2ccc(Cl)c(Cl)c2)CC1 | 2.4% | -9.2% | -4.1% | -1.9% | -6.3% | -13.0% | -25.9
COc1ccc(NC(=O)COC(=O)c2ccc(OCc3ccc(Cl)cc3Cl)c(OC)c2)c(OC)c1 | 1.7% | -1.3% | 1.0% | 42.6%[activator] | -7.7% | -7.7% | ?
O=C(c1ccco1)N1CCN(S(=O)(=O)c2ccc(Cl)cc2)CC1 | 7.2% | 5.1% | ? | -20.1% | -3.2% | -19.0% | -8.0
COc1ccccc1OCCn1c(C(C)Oc2ccccc2)nc2ccccc21 (stereo not given) | nt | nt | 3.8% | 3.3% | -3.0% | nt | -3.5
CC(C)CCNC(=O)CN1C(=O)COc2ccc(S(=O)(=O)N3CCOCC3)cc21 | nt | nt | -8.5% | 0.6% | 1.6% | nt | 10.5
COC(=O)c1ccccc1NC(=O)Nc1cc(C)ccn1 | -1.1% | -0.1% | -9.2% | nt | 2.1% | -13.9% | -7.9
CCN(CC)S(=O)(=O)c1ccc(C(=O)NNC(=O)c2csc(N3CCOCC3)n2)cc1 | nt | 75.6%[activator] | -4.3% | -1.3% | 0.7% | -15.9% | 25.4
O=c1c(=O)n(-c2ccccc2)ccn1Cc1c(F)cccc1Cl | nt | nt | 3.1% | -0.8% | 5.0% | nt | ?
O=S(=O)(Cc1ccccc1)Cc1cnc(Cl)s1 | 0.3% | 12.0% | -7.2% | 39.8µM* | 3.6% | 0.7%[2.29 µM] | 5.6
Cc1ccc(S(=O)(=O)NNC(=O)c2ccncc2)cc1 | -1.9% | -2.9% | -11.5% | -2.0% | 3.9% | -11.2% | -18.2
O=C1/C(=C/c2ccncc2)SC(=S)N1Cc1ccccc1 | 3.2% | ? | -4.6% | -11.4% | -8.2% | -0.6% | -72.7*
OC(c1ccc(F)c(F)c1)c1nc(-c2cccs2)cs1 (stereo not given) | nt | 7.6% | nt | nt | 3.0% | nt | -1.8
CS(=O)(=O)c1nc2ccccc2n1Cc1ccccc1 | 0.1% | -0.9% | 1.5% | -2.0% | -0.2% | -8.9% | -66.5*
Cc1nn(C)c(C(=O)Nc2ccc(Cn3cccn3)cc2)c1[N+](=O)[O-] | -4.3% | 10.3% | 0.9% | -5.0% | 0.6% | -1.5% | -24.0
c1ccc(-n2nnnc2NC2CCCCCC2)cc1 | 2.3% | 10.2% | 7.1% | 8.0% | 2.5% | -5.6% | ?
COc1ccccc1C(=O)NCC(c1ccco1)N1CCc2ccccc21 (stereo not given) | nt | ? | ? | 1.8% | -1.9% | -28.4% | -16.1
CC(C)c1c(C(=O)N/N=C/c2ccoc2)nnn1-c1nonc1N | -19.6% | 68.0%[activator] | -0.1% | 1.1% | -9.2% | -32.5% | -16.0
COc1ccc2nc(N3C(=O)C(O)=C(C(=O)c4ccco4)C3c3ccccc3OC)sc2c1 (stereo not given) | -0.8% | 3.5% | -1.2% | -20.9% | -13.5% | -38.8% | ?
O=C(COC(=O)c1cncc(Br)c1)NC1CCCCC1 | 0.9% | -3.2% | 4.0% | -2.2% | 0.8% | -16.9% | 92.0
Cc1cc(Nc2cccc(Cl)c2Cl)n2ncnc2n1 | -3.7% | 42.3%[activator] | ? | 5.0% | -1.7% | -12.5% | 22.5
Cc1[nH][nH]c(=O)c1C(c1cc([N+](=O)[O-])ccc1O)c1c(C)[nH][nH]c1=O | 1.0% | -3.8% | -11.0% | -4.3% | -5.4% | -12.1% | -23.1
Cn1nc(C(=O)NCCc2ccc(S(N)(=O)=O)cc2)c2ccccc2c1=O | -2.9% | 2.2% | -3.4% | 1.9% | -3.6% | -13.6% | 0.0
Cc1ccc(NC(=S)N2CCN(c3ncccn3)CC2)c(C)c1 | 0.7% | 7.0% | -5.3% | -2.7% | -1.4% | -15.3% | -26.5
COC(=O)c1ccc(C(=O)OC)c(NS(=O)(=O)c2ccc(NC(C)=O)cc2)c1 | 3.2% | -9.6% | ? | 0.2% | -2.5% | 1.7% | 2.1
COC(=O)[C@@]1(C)[C@H]2C(=O)N(Cc3ccccc3)C(=O)[C@H]2[C@H]2CN=C(SCc3ccc(C#N)cc3)N21 | nt | 0.0% | nt | nt | -3.8% | 20.7% | 1.4
CC(C)[C@@H](C(=O)N1CCNCC1)n1cc(CCO)nn1 | -8.6% | 9.6% | 8.6% | -2.4% | 3.0% | -1.1% | -6.5
COC(=O)c1c(NC(=O)C(C)C)sc(C(=O)N2CCOCC2)c1C | -1.3% | -3.8% | -13.7% | 2.7% | -1.7% | -8.9% | -2.9
Cc1ccc2nc(C3CCCCC3)c(Cc3cccc(F)c3)n2c1 | nt | 3.3% | nt | nt | -7.3% | nt | 7.0
Cc1ccc2oc(=O)n(Cc3ccc(F)cc3)c2c1 | -0.6% | 8.3% | 3.6% | -1.8% | 5.8% | -10.8% | nt
CC1=CC2=NC(=O)/C(=C/c3cccs3)C(=N)N2O1 | -1.3% | -3.1% | -2.7% | 2.7% | 1.3% | -43.5% | 8.3
CC1(C(=O)NCC2CCOCC2)Cc2c(-c3cccc(C(N)=O)c3)ccnc2O1 (stereo not given) | nt | -0.3% | nt | nt | 4.2% | nt | 28.9
Cc1ccc(CNS(=O)(=O)c2cc3c4c(c2)C(C)C(=O)N4CCC3)cc1 (stereo not given) | 8.3% | -5.2% | 1.7% | 2.2% | 0.5% | -11.7% | -35.4
C[C@]1(C(=O)NCc2cc(F)cc(C(F)(F)F)c2)C=C[C@@H](Cc2ccccc2)N1C(=O)c1ccccc1 | 0.3% | 1.5% | -16.9% | -6.0% | -6.1% | 100.9%[activator] | 19.5
CCCNC(=O)CCCCn1c(=S)[nH]c2c([nH]c3ccc(OC)cc32)c1=O | -2.5% | 114.7%[activator] | -13.7% | -1.2% | -13.5% | -3.4% | -3.3

Continuation.
SMILES | LmPK inhibitor | AMA1 RON2 block | AmpC inh detg | Sm TGR inh | Tb PYK inh | AmpC inh no detg | HCMV antiviral
O=C(NCCC1=CCCCC1)C(=O)NCC1OCCCN1S(=O)(=O)c1cc(F)ccc1F (stereo not given) | 10.2% | -1.0% | -2.5% | -1.7% | -7.2% | 3.7% | -22.3
O=C(Nc1ccc(Cl)cc1)C1CC2CCCC(C1)C2=O (stereo not given) | 0.7% | 24.7% | -15.2% | -6.8% | -3.7% | -20.4% | 4.3
COc1ccc(/C=C/C(=O)NC2CCCCC2C)cc1 (stereo not given) | 3.4% | 0.0% | -16.0% | 5.5% | -3.2% | -34.9% | 50.5
COC(=O)c1cc2occc2n1CC(=O)Nc1ccc(OC)c(OC)c1 | 4.0% | -7.8% | -1.9% | -25.8% | 0.0% | 17.5% | -8.1
Nc1cccc(C#Cc2ccc3c(=O)c4ccccc4oc3c2)c1 | nt | 0.9% | -1.7% | 0.3% | -2.7% | -11.3% | 23.1
COc1ccccc1C1CC(c2c(-c3ccccc3)c3cc(Cl)ccc3[nH]c2=O)=NN1S(C)(=O)=O (stereo not given) | 3.4% | -11.4% | -0.2% | -26.9% | 4.2% | 35.0% | 8.8
CCOC(=O)c1ccc(N(C(=O)c2ccco2)C(C(=O)NC2CCCCC2)c2ccncc2)cc1 (stereo not given) | 0.9% | -5.3% | -11.5% | -16.9% | 2.8% | 1.0% | -2.9
COC(=O)c1ccccc1NC(=S)N(Cc1ccc2c(c1)OCO2)Cc1cc2ccc(C)cc2[nH]c1=O | -1.7% | 15.7% | -3.9% | 1.0% | 21.3% | ? | ?
Cc1ccccc1S(=O)(=O)/N=C(/c1ccccc1)N1CCOCC1 | -0.1% | 13.0% | 3.0% | -8.8% | -12.3% | -0.1% | 5.4

Not a hit list; overall some 7.4% were active at least once.
